From PubChem BioAssay
Peg3 prom inh: reduces Peg3 promoter-driven luciferase expression in HeLa. actives 1.7% (n = 360,000). HeLa PEG-Prom luciferase reporter, luminescence, overnight. inhibition, % at 20 µM;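 active = inhibition of at least 50% at 20 µM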
NR2E3 ag-1: NR2E3 (human) agonism | actives 0.12% (n = 320,000) | AID 2300 | inhibition of corepressor binding, % at 4.78 µM | Q9Y5X4 | GST-NR2E3/biotin-RetCOR TR-FRET, 1536-well;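 active = percent inhibition above the cutoff of mean plus 3 SD of all tested compounds, set per screening campaign, cut at about 20% in these data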;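 note: 0% = DMSO wells and 100% = biotin wells as full block of FRET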
Target sequence (Q9Y5X4 whole entry, looked up): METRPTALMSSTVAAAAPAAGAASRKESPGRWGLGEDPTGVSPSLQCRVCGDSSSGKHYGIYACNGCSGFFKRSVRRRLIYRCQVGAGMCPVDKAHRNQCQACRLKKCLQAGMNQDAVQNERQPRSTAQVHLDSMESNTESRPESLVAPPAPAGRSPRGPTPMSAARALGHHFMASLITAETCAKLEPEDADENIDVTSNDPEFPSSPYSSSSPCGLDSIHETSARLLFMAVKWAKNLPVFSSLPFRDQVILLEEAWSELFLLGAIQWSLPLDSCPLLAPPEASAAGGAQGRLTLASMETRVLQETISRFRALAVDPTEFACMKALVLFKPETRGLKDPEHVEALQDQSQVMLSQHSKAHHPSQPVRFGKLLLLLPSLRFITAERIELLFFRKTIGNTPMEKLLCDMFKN
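System: GST-tagged NR2E3 plus biotinylated RetCOR corepressor; Buffer or medium: pH 7.5 Tris-based buffer; Probe or stimulus: RetCOR corepressor, biotinylated, 7 nM; Doses: compound at 4.8 µM, single dose; Schedule: 5 h incubation at 4 °C; Technique: time-resolved FRET; Evaluation: percent inhibition of TR-FRET ratio; Replication: one well per compound, singlicate testing.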
HIF-2a inh: blocks HIF-2a reporter activity; AID 624352; actives 0.72% (n = 360,000); inhibition, % at 18.8 µM; 786-0 RCC cells HIF-2a reporter, luciferase luminescence, overnight;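 active = inhibition of the luminescence signal of 40% or more relative to plate controls, in a single-dose primary screen at 18.75 µM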
KKLEB cytotox: counter-screen for CF NF-kB inhibitors: cytotoxicity | actives 0.36% (n = 360,000) | AID 602141 | KKLEB CF airway cells viability, ATPlite luminescence, overnight; stronger effect = lower value; cells stimulated with P. aeruginosa culture filtrate | activity change (cytotoxicity), % at 5 µM;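 active = corrected activity change at or below -50% at 5 µM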
TRAIL sens C8: sensitizes caspase-8 expressing cells to TRAIL; inhibition (viability loss, TRAIL sensitization), % at 10 µM; actives 1% (n = 360,000); NB7+C8 cells + TRAIL, ATPlite viability luminescence;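 active = compounds causing at least 50% loss of cell viability in the single-dose screen, relative to plate controls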
TROY NFkB inh: blocks TROY-dependent signaling in reporter cells; Q293 LMP1-TROYcd NF-kB luciferase reporter, 4 h; inhibition, % at 10 µM; actives 0.98% (n = 360,000); AID 1347056;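 active = compounds whose plate-normalised and pattern-corrected inhibition of the luciferase reporter signal at the single screening dose is 50% or more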
NR2E3 ag-2: activates human NR2E3 receptor. Q9Y5X4. CHO-S Gal4-NCOR/VP16-NR2E3 two-hybrid, luciferase. inhibition of corepressor binding, % at 3.98 µM. actives 0.35% (n = 360,000). AID 602229;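 active = inhibition above the mean of all tested compounds plus 3 SD, cut at about 70% in these data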;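 note: 0% = DMSO with NR2E3 transfected cells and 100% = cells lacking NR2E3 construct; higher means lower luciferase signal from less NR2E3 corepressor binding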
CF NFkB block: cystic fibrosis NF-kB activation inhibition | KKLEB NF-kB-GFP reporter, PAF-induced, GFP fluorescence overnight | inhibition, % at 5 µM | actives 0.86% (n = 360,000) | AID 588850;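 active = at least 50% inhibition at 5 µM, scaled per plate between neutral and stimulator controls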;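 note: PAF is a Pseudomonas aeruginosa culture filtrate used as stimulus; plate controls were PAF-stimulated DMSO wells for no effect and unstimulated DMSO wells for full effect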
Shn3 3UTR inh: inhibitors of Schnurri-3 3'UTR reporter in osteoblasts; Clone20 osteoblast Shn3 3'UTR firefly luciferase, 24 h; inhibition, % at 12.5 µM; actives 0.52% (n = 360,000); AID 588674;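 active = mean inhibition of at least 75% with every replicate also reaching 75%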;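 note: 0% = median of neutral control wells and 100% = pilot-screen positive control compound; some compounds past the cut are filed as inactive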
TWEAK Fn14 block: blocks TWEAK-Fn14 interaction in a reporter cell assay. AID 1159606. inhibition, % at 10 µM. actives 2% (n = 360,000). TWEAK-stimulated Fn14 reporter cells, luciferase luminescence, 8 h; in the data active = inhibition above about 50%
TRPM1 prom inh: MITF TRPM1 promoter inhibition in SK-MEL-5 cells | SK-MEL-5 TRPM1 promoter luciferase, 24 h | actives 0.83% (n = 330,000) | inhibition, % at 12.5 µM;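 active = mean inhibition across replicates of 60% or more, whatever share of single replicates reaches that level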; note: values of inactives mirror those of a sister screen read the other way
Starred values were filed as active, the others as inactive; nt = not tested or not shown. These rows are one share of the data (hit frequency here may not be typical).

SMILES | Peg3 prom inh | NR2E3 ag-1 | HIF-2a inh | KKLEB cytotox | TRAIL sens C8 | TROY NFkB inh | NR2E3 ag-2 | CF NFkB block | Shn3 3UTR inh | TWEAK Fn14 block | TRPM1 prom inh
Cc1cccc(C(=O)N[C@H](C(=O)Nc2nc3ccc(S(C)(=O)=O)cc3s2)C(C)C)c1 | 24 | -1 | 19 | 5 | 1 | -11 | 4 | 14 | 7 | -3 | 6
CC(C)NC(=O)NC(=O)COC(=O)c1ncc(Cl)c(Cl)c1Cl | -17 | -2 | -4 | 13 | -1 | 2 | -1 | 1 | -17 | -8 | 9
COc1ccc(NC(=O)C2CCCN(S(=O)(=O)c3c(C)n[nH]c3C)C2)cc1OC (stereo unspecified) | 6 | 1 | 16 | 15 | -2 | -1 | 9 | 7 | 11 | -3 | -12
Cc1noc(C)c1NC(=O)N(C)C[C@H]1Oc2c(cccc2N(C)C)C(=O)N([C@H](C)CO)C[C@@H]1C | 1 | nt | -3 | 15 | -4 | -7 | -11 | -35 | -6 | -1 | 9
CSc1cccc(NC(=S)N(CCN(C)C)C(C)c2ccncc2)c1 (stereo unspecified) | -1 | -1 | 19 | -1 | 6 | 0 | -47 | 7 | 22 | 1 | -4
O=C(CSc1nccc(=O)[nH]1)c1c[nH]c2ccccc12 | 0 | 0 | 5 | -4 | -7 | 9 | -17 | 0 | -7 | -23 | 14
CCCCNC(=O)C(=O)N/N=C/c1ccc(C(=O)OC)cc1 | -27 | 1 | 7 | -5 | -16 | 6 | 31 | -4 | 4 | -3 | -1
COc1ccc(-c2c(C(C)=O)c(C)nc3sc4c(=N)n(N)cnc4c23)cc1 | 25 | 0 | 14 | -3 | -14 | 12 | -16 | 0 | -13 | -3 | 4
C=CC[N+](C)(C)CCCNC(=O)/C=N/O | 5 | -2 | 10 | -6 | 9 | -4 | 16 | 10 | -24 | 20 | 13
CC[n+]1c(/C=C/N(C)c2ccccc2)oc2ccc(F)cc21 | 22 | 1 | 10 | -2 | 29 | 15 | 6 | 1 | 76 | 6 | 45
CC1(C)Cc2c(ccc3ccccc23)C(NNC(=O)c2cccnc2)=N1 | 7 | -3 | 11 | -4 | -2 | -35 | 5 | 5 | -13 | -6 | 13
CCCC(=Nc1ccc(N)cc1)C1=C(O)C(C(=O)OC)C(C)(C)CC1=O (stereo unspecified) | 2 | 7 | 0 | -7 | 7 | -1 | 2 | 8 | -12 | 13 | 7
CC(C)CC(C(=O)NC1CCCC1)N(Cc1cccs1)C(=O)c1snc(C(N)=O)c1N (stereo unspecified) | 29 | -1 | 13 | -8 | -1 | 4 | 5 | 13 | 19 | 31 | -7
COc1ccc(NC(=O)C(OC)c2ccccc2)cc1Cl (stereo unspecified) | 2 | 1 | 4 | -7 | -10 | -11 | -13 | -10 | -4 | -7 | -20
Cc1ccc(C(=O)C2CCN(C(=S)NCCCOC(C)C)CC2)cc1 | 11 | 4 | 15 | -3 | -12 | -7 | -9 | -6 | -5 | -1 | 10
O=C(/C=C/c1ccc(O)cc1)c1ccccc1 | -210 | 2 | -34 | -10 | 12 | -46 | -52 | 20 | -66 | 3 | -70
CC(O)CNc1ncnc2nc[nH]c12 (stereo unspecified) | 17 | 1 | 18 | 5 | 2 | 6 | -18 | 6 | -3 | 4 | -1
CCOC(=O)c1ccccc1NC(=O)CSc1nc2ccccc2c(=O)[nH]1 | 18 | 1 | 17 | 8 | -2 | 14 | 19 | -17 | -9 | -21 | -2
COc1ccc(OC)c(S(=O)(=O)NNC(=S)Nc2ccc3c(c2)OCO3)c1 | -16 | -1 | -42 | 5 | -5 | 17 | -130 | -16 | 17 | 5 | 2
Cc1ccc(Cn2ncc3c(N4CCN(CC#N)CC4)ncnc32)cc1 | 13 | 5 | 15 | -4 | -13 | 9 | -7 | 20 | 11 | 16 | 2
COc1cc(OC)cc(C(=O)NC2CCN(C(=O)N3c4ccccc4Sc4ccccc43)CC2)c1 | 20 | 2 | 18 | 13 | 1 | 15 | -19 | -11 | 38 | 16 | 4
CC1CCCCC12NC(=O)N(CC(=O)NCCc1ccc(F)cc1)C2=O (stereo unspecified) | 5 | 4 | 13 | 1 | -1 | -3 | 2 | 3 | 2 | 13 | -6
COc1cc(/C=N/Nc2cccc(C)c2)ccc1OC(=O)c1cccs1 | -121 | -1 | -13 | 14 | -5 | -23 | -28 | -8 | -20 | -36 | 3
Cc1ccc(S(=O)(=O)NCCCNS(=O)(=O)c2ccccc2Br)cc1 | -4 | nt | 5 | -7 | 6 | -8 | -18 | -7 | 61 | -1 | 1
NCCN1CCN(CC(=O)N2c3ccccc3C(=O)Nc3cccnc32)CC1 | -5 | -2 | 15 | 16 | -11 | -6 | 4 | 11 | -3 | -5 | -3
CC1=CN2C(=NC(=O)CC2(C)C(=O)N(CC(=O)NC2CCCC2)Cc2ccc(Cl)cc2)C=C1 (stereo unspecified) | -7 | -3 | 3 | 2 | 0 | 3 | 6 | 0 | -5 | 4 | 3
CCOC(=O)c1nnn(-c2nonc2N)c1CN(CC)CC | 12 | -1 | 3 | 4 | 4 | -14 | 0 | 12 | 0 | 14 | 1
CCCCn1c(O)c(N=NC(=O)Cn2c(C(F)(F)F)nc3ccccc32)c2ccccc21 | 19 | 4 | 30 | -26 | 4 | 21 | -4 | 8 | 4 | -12 | -5
CCOc1cc(C(=O)OCC(=O)Nc2ccc(SC(F)F)cc2)cc(OCC)c1OCC | -2 | 3 | -2 | -2 | 10 | -15 | 0 | -14 | 1 | -20 | 1
COC(=O)c1sc(N)nc1C(C)(C)C | 9 | 1 | 21 | 4 | 9 | -4 | 12 | -20 | -12 | 0 | -2
Cc1ccc(-c2nc(C(=O)NCCCN3CCOCC3)cc3c2[nH]c2ccccc23)cc1 | 24 | 6 | -22 | 21 | 18 | -8 | -16 | -32 | 30 | 38 | -12
O=[N+]([O-])c1ccc(-c2cnc(SCc3ccccc3Cl)[nH]2)cc1 | -185 | -2 | -240 | 0 | 5 | -19 | -77 | -12 | -16 | -34 | -55
CCS(=O)(=O)N1CCN(c2cc3c(cc2[N+](=O)[O-])n(C)c(=O)n3C)CC1 | 8 | 8 | 3 | -7 | 0 | 14 | 3 | 7 | 13 | -4 | 20
COc1cc2c3c(c1OC)C1(C=CC(=O)C=C1)CC3N(C(C)=O)CC2 (stereo unspecified) | 10 | -1 | 10 | 0 | -6 | 17 | -7 | 1 | 7 | -18 | 5
CCN(CC)S(=O)(=O)c1ccc(C(=O)NCCCn2ccnc2)cc1 | 6 | 1 | 17 | -9 | -3 | 4 | -16 | -5 | 8 | 16 | 1
O=C(O)/C=C/c1cn(Cc2ccccc2)nc1-c1cccs1 | -2 | -3 | 17 | -3 | -7 | 3 | -7 | 15 | 11 | -15 | -6
COC(=O)CCCn1cc(CN2CC(N3CCN(C)CC3)CS2(=O)=O)nn1 (stereo unspecified) | nt | nt | 19 | nt | 13 | 3 | 2 | nt | nt | 18 | nt
CC(=O)N/N=C(\C)c1cccc(NC(=O)c2cccs2)c1 | 6 | -1 | 4 | 17 | -2 | -11 | -26 | -10 | -12 | -17 | 3
O=C(/C=C/c1cccc([N+](=O)[O-])c1)NCCN1CCOCC1 | 2 | 1 | -5 | -3 | 13 | -6 | -9 | 7 | -25 | 8 | 4
Cc1ccc(OCC(=O)Nc2ccc(S(=O)(=O)N3CCOCC3)cc2)c([N+](=O)[O-])n1 | 7 | 0 | 10 | -10 | -1 | -7 | -7 | 8 | 1 | 8 | 5

Copied from the list.
Cc1ccc(S(=O)(=O)NCCCNS(=O)(=O)c2ccccc2Br)cc1 @ TRPM1 prom inh = 1
CC(=O)N/N=C(\C)c1cccc(NC(=O)c2cccs2)c1 @ Shn3 3UTR inh = -12

Other compounds:
SMILES | Peg3 prom inh | NR2E3 ag-1 | HIF-2a inh | KKLEB cytotox | TRAIL sens C8 | TROY NFkB inh | NR2E3 ag-2 | CF NFkB block | Shn3 3UTR inh | TWEAK Fn14 block | TRPM1 prom inh
CCC1=C(OC(=O)N(CC)CC)N2C(=O)OC(=NCC3CC3)[C@]2(C)[C@H]2C1=CC[C@H]1C(=O)N(CC)C(=O)[C@H]12 | 3 | 7 | 11 | -10 | -23 | 9 | -3 | 9 | 2 | -11 | 0
COc1cc(C(=O)OCCCOC(=O)c2cc(OC)c(OC)c(OC)c2)cc(OC)c1OC | 7 | 2 | 4 | 10 | -19 | -5 | -4 | 10 | 20 | -14 | -1
CC(=O)N1CCN(C(C)=O)c2ccccc21 | 10 | nt | -3 | 12 | 0 | -4 | -29 | -13 | -4 | -19 | 6
O=C(O)c1ccc(NS(=O)(=O)Cc2ccc(Cl)c(Cl)c2)cc1 | 11 | nt | 2 | 9 | 7 | -9 | 7 | 3 | 29 | -2 | 1
CC(C)CN1C(=O)c2ccc(C(=O)Nc3ccccn3)cc2C1=O | -86 | -2 | -211 | 16 | -5 | -27 | 0 | -7 | -41 | -20 | -31
CCOC(=O)C1(C(F)(F)F)N=C(C(F)(F)F)Nc2ccc(F)cc21 (stereo unspecified) | 4 | -1 | 2 | -5 | -8 | -2 | 14 | -2 | -12 | 4 | 13
O=C(Cn1ccc([N+](=O)[O-])n1)N1CCCCCC1 | 5 | 0 | 13 | 4 | -10 | 12 | -16 | -21 | nt | 0 | -13
O=C(O)Cc1c[nH]c2ccccc12 | -3 | 3 | 23 | -3 | -5 | -9 | -3 | 7 | -2 | -11 | nt
Cc1ccccc1NC(=O)c1cc(=O)c2ccccc2o1 | -59 | -3 | -134 | 3 | 12 | -26 | -9 | -28 | -30 | 18 | -6
COCCn1c(=O)c2cc3c(=O)n(CCOC)c(=O)c3cc2c1=O | -2 | 3 | -1 | 1 | 9 | 5 | -4 | 20 | -14 | -18 | 0
CCOc1ccccc1CNCCNC(=O)c1nonc1N | -4 | 1 | 10 | 4 | 30 | -2 | 6 | -1 | -19 | 0 | -9
Cc1ccsc1/C=N/Nc1cccc(C(=O)O)c1 | 86* | -3 | 86* | 6 | 16 | -67 | -241 | -24 | 76 | 32 | 96*
COc1cc(NC(=O)C2=C(N3CCOCC3)/C(=C\c3ccc(N(C)C)cc3)CCC2)cc(OC)c1OC | -2 | 2 | -82 | -21 | -15 | -50 | -22 | 45 | 12 | 24 | 32
O=C(Nc1cccnc1)c1cnn2c(C(F)F)cc(C3CC3)nc12 | -2 | 0 | 14 | -24 | 4 | 0 | 5 | 28 | -5 | 5 | -2
COc1ccc(CC(=O)n2nc(-c3cccnc3)nc2N)cc1 | 19 | 0 | 4 | -11 | 5 | 1 | -2 | 7 | 2 | 18 | 11
S=C(NCc1ccco1)NCC1CCCO1 (stereo unspecified) | -4 | -3 | 13 | 1 | -1 | 1 | -1 | 7 | 3 | 8 | -9
CC(C)(C)c1ccc(C(=O)C2CC2)cc1 | -7 | nt | 5 | 7 | 6 | -5 | 24 | 2 | -5 | -3 | nt
